From PubChem
NS5 inhibitors: Dengue-2 NS5 methyltransferase inhibitors, primary screen, biochemical, confirmation dose response (AID 588689); actives 0.3% (n = 340,000); one-dose inhibition, % at 25 µM; IC50 in µM for titrated hits; Genome polyprotein (Dengue virus type 2 (strain 16681-PDK53)); Dengue-2 NS5 methyltransferase capping enzyme assay, biochemical; higher % means a stronger effect; in the data active means a potency from the dose series
GPR55 activation: GPR55 agonists via beta-arrestin recruitment, primary screen, imaging, U2OS cells, beta-arrestin-GFP redistribution (AID 1961) | U2OS GPR55 beta-arrestin-GFP redistribution imaging; higher % means a stronger effect | one-dose activation, % at 10 µM; EC50 in µM for titrated hits | actives 0.048% (n = 290,000) | G-protein coupled receptor 55 (Homo sapiens);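 active means activation above 40% with more than 50 cells counted in the well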;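 further: U2OS osteosarcoma cells stably expressing GPR55 and beta-arrestin-GFP; plate controls were DMSO negative control for no effect and LPI positive control for full effect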
GPR35 arrestin U2OS: GPR35 antagonists blocking zaprinast-driven arrestin recruitment, primary screen, imaging, U2OS, beta-arrestin-GFP, zaprinast agonist (AID 2058). G-protein coupled receptor 35 (Homo sapiens). U2OS GPR35 beta-arrestin-GFP translocation imaging, zaprinast antagonism; higher % means a stronger effect. actives 0.052% (n = 290,000). one-dose inhibition, % at 10 µM; IC50 in µM for titrated hits;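 active means inhibition of at least 50% with at least 30 cells and total cytoplasm GFP at most 10,000,000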
NTR1 agonist: agonists of NTR1, primary screen, imaging, U2OS cells, beta-arrestin-GFP, high content (AID 493036) | Neurotensin receptor type 1 (Homo sapiens), P30989 | NTR1-U2OS beta-arrestin-GFP spot imaging, agonist mode | activation, % at 20 µM | actives 0.17% (n = 330,000);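 active means activation at or above 40% of the spot to cytoplasm intensity ratio, with at least 20 cells analyzed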;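 further: 0% = DMSO without peptide and 100% = 100 nM NTR1 peptide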
Target sequence (P30989 whole entry, looked up): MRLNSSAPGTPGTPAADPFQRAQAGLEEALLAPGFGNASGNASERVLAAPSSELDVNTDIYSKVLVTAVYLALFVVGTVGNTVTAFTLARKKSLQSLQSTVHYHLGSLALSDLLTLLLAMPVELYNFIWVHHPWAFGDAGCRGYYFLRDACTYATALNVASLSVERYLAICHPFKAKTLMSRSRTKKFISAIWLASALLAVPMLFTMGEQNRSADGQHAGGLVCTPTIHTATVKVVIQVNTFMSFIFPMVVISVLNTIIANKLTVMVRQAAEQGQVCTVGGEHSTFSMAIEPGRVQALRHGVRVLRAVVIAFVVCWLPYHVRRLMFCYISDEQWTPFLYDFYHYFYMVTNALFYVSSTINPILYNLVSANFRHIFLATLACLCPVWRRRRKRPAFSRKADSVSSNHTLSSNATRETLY
Siah-1 displacement: Siah-1 peptide-binding antagonists, primary screen, biochemical, fluorescence polarization, rhodamine-plectin, uHTS (AID 1817); one-dose displacement, % at 20 µM; IC50 in µM for titrated hits; Siah-1 / rhodamine-plectin peptide fluorescence polarization; higher % means a stronger effect; actives 0.02% (n = 290,000); E3 ubiquitin-protein ligase SIAH1 (Homo sapiens);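 active means displacement of at least 50% at 20 µM, with a fluorescence ratio check between 0.3 and a set limit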;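 further: plate controls were Siah plus tracer with DMSO for no effect and tracer alone without Siah for full effect; strong numbers were not always called active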
AID2073: inhibitors of Mint1-CaV2.2 protein interaction, biochemical, HTRF (AID 2073) | HTRF protein-protein interaction, Mint1-CaV2.2; higher % means a stronger effect | inhibition, % at 20 µM, or IC50 in µM where a hit was titrated | actives 0.19% (n = 290,000); in the data active means inhibition mostly above about 51%, no sharp cut-off; further: some results filed as inactive read as strong as hits
GPR55 antagonists: GPR55 antagonists blocking LPI-driven arrestin recruitment, primary screen, imaging, U2OS, beta-arrestin-GFP, LPI agonist (AID 2013); U2OS GPR55 beta-arrestin-GFP translocation imaging, LPI antagonism; higher % means a stronger effect; one-dose inhibition, % at 10 µM; IC50 in µM for titrated hits; actives 0.13% (n = 290,000); G-protein coupled receptor 55 (Homo sapiens);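 active means spots per cell inhibited over 60%, with over 100 cells counted and total cytoplasm intensity under 500,000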;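 further: U2OS cells stably carrying GPR55 and arrestin-GFP stimulated by 5 µM LPI near EC80; imaged beta-arrestin-GFP aggregate spots per cell after agonist stimulation; plate controls were LPI-stimulated DMSO wells for no effect and DMSO wells without LPI for full effect; some results filed as inactive read as strong as hits; confirmed hits need IC50 under 10 µM and bright autofluorescent wells are also inconclusive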
UTI89 phage lysis: inhibition of K1F phage lysis, E. coli UTI89, bacterial capsule biogenesis inhibitors, alamar blue (AID 488966) | E. coli UTI89 K1F phage lysis, alamar blue, 2 h; higher % means a stronger effect | one-dose inhibition, % at 100 µM; IC50 in µM for titrated hits | actives 0.02% (n = 340,000);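 active means phage lysis inhibition, versus mean bacterial control, above a set limit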;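 further: capsule biogenesis inhibitors block K1F phage lysis so surviving cells raise fluorescence; higher fluorescence means more inhibition of phage lysis; actives were called in the ten point dose series up to 300 µM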
HIV peptide binding: inhibitors of HIV fusion peptide binding, primary screen, biochemical, uHTS, fluorescence dequenching (AID 1986); actives 0.3% (n = 290,000); inhibition, % at 20 µM, or IC50 in µM where a hit was titrated; cell-free peptide binding, fluorescence dequenching, 30 min; higher % means a stronger effect; in the data active means inhibition mostly above about 52%, no sharp cut-off; inactive means mostly below about 76%; further: some results filed as inactive read as strong as hits
NTR1 agonist cell count 20 µM: recorded beside NTR1 agonist, whose call it bears; cell count; measured here: cell count, cytotoxicity flag
* marks the source's active call; other numbers are inactive results; · = no result given; [ ] = remark or other dose. No enrichment for hits (roughly 1.2% active in at least one column).

SMILES	NS5 inhibitors	GPR55 activation	GPR35 arrestin U2OS	NTR1 agonist	NTR1 agonist cell count 20 µM	Siah-1 displacement	AID2073	GPR55 antagonists	UTI89 phage lysis	HIV peptide binding
CCOc1ccc2[nH]c(=O)c(C(c3nnnn3CCOC)N3CCOCC3)cc2c1 (stereo unspecified)	3%	0.2%	2%	-0.8	58	3%	2%	-13%	-0.3%	-0.8%
COc1ccc(CNC(=O)C2CCCN2C(=O)NC2CCCCC2)cc1 (stereo unspecified)	-5%	-0.1%	2%	0.1	99	-1%	5%	5%	-0.7%	-1.0%
O=C(Cc1sc(Nc2ccccc2)nc1-c1ccccc1)NCc1ccccn1	-10%	-0.2%	-5%	0.2	43	-1%	59%	0%	0.8%	4.3%
COc1ccc(C(=O)NCc2ccc3c(c2)OCO3)c(OC)c1	-3%	-0.1%	4%	-0.4	66	-4%	9%	-7%	-0.6%	0.3%
CNC(=O)c1cc(S(=O)(=O)N2CC(C)OC(C)C2)ccc1N1CCOCC1 (stereo unspecified)	-2%	0.3%	-11%	0.1	54	10%	8%	-6%	0.0%	-0.6%
N#Cc1c(NC(=O)c2cnn3cccnc23)sc2c1CCCC2	-10%	-0.1%	31%	0.0	49	3%	7%	-8%	-0.1%	-0.3%
CCOC(=O)C1(C)NC(c2ccco2)C2C(=O)N(CC)C(=O)C21 (stereo unspecified)	-3%	-0.2%	9%	1.7	31	2%	39%	-1%	-0.4%	-0.3%
Cc1cc(NC(=O)CCC(=O)N(c2ccc(F)cc2)C(C(=O)NC2CCCC2)c2ccccc2)no1 (stereo unspecified)	-5%	-0.3%	-3%	0.3	45	4%	2%	-5%	0.4%	-0.4%
CNC(=O)c1cn(-c2ccccc2)c(=O)c2ccccc12	-4%	-0.1%	3%	-1.5	78	-1%	0%	12%	0.5%	-1.8%
CN1CCN(CCOc2cccc(Cl)c2)CC1	-7%	-0.1%	-6%	-0.7	84	-2%	10%	1%	-0.1%	0.6%
O=[N+]([O-])c1cccc(/C([O-])=C(/C(=S)Nc2cccc3ccccc23)[n+]2ccccc2)c1	4%	-0.2%	-7%	·	·	0%	-4%	2%	0.1%	12%
Oc1ccccc1/C=N/NC(=S)NC1CC2CC1C1C=CCC21 (stereo unspecified)	4%	0.1%	6%	36	51	2%	6%	2%	0.2%	0.3%
Cc1ccc(C2CC(c3ccco3)=NN2S(C)(=O)=O)cc1 (stereo unspecified)	-8%	0.1%	11%	0.3	48	8%	43%	13%	1.4%[50 µM]	18%
O=C(CN(C1CCCCC1)S(=O)(=O)c1ccc(F)cc1)NC1CC1	-1%	-0.3%	2%	-0.9	35	1%	2%	-7%	4.2%	-0.6%
CCn1cc(Br)c(C(=O)N(C)Cc2ccccc2)n1	-5%	-0.1%	0%	-0.3	64	3%	0%	5%	-0.8%	0.8%

Some of these compounds in order of their number in Siah-1 displacement, descending:
compound	NS5 inhibitors	GPR55 activation	GPR35 arrestin U2OS	Siah-1 displacement	AID2073	GPR55 antagonists	HIV peptide binding
CNC(=O)c1cc(S(=O)(=O)N2CC(C)OC(C)C2)ccc1N1CCOCC1 (stereo unspecified)	-2%	0.3%	-11%	10%	8%	-6%	-0.6%
Cc1cc(NC(=O)CCC(=O)N(c2ccc(F)cc2)C(C(=O)NC2CCCC2)c2ccccc2)no1 (stereo unspecified)	-5%	-0.3%	-3%	4%	2%	-5%	-0.4%
N#Cc1c(NC(=O)c2cnn3cccnc23)sc2c1CCCC2	-10%	-0.1%	31%	3%	7%	-8%	-0.3%
Oc1ccccc1/C=N/NC(=S)NC1CC2CC1C1C=CCC21 (stereo unspecified)	4%	0.1%	6%	2%	6%	2%	0.3%
O=C(CN(C1CCCCC1)S(=O)(=O)c1ccc(F)cc1)NC1CC1	-1%	-0.3%	2%	1%	2%	-7%	-0.6%
CNC(=O)c1cn(-c2ccccc2)c(=O)c2ccccc12	-4%	-0.1%	3%	-1%	0%	12%	-1.8%

Later entries.
SMILES	NS5 inhibitors	GPR55 activation	GPR35 arrestin U2OS	NTR1 agonist	NTR1 agonist cell count 20 µM	Siah-1 displacement	AID2073	GPR55 antagonists	UTI89 phage lysis	HIV peptide binding
CCOc1ccc(NC(=O)CC2CC(C)(C)OC2=O)cc1 (stereo unspecified)	-3%	-0.2%	-5%	-0.2	66	-2%	-3%	-11%	1.0%	-0.6%
O=S(=O)(c1ccc(Cl)cc1)N1CCCC(C(F)(F)F)C1 (stereo unspecified)	6%	0.2%	4%	0.4	45	1%	-1%	6%	-0.4%	-0.8%
COc1ccc(C(=O)CC2SC(N)=NC2=O)cc1 (stereo unspecified)	-2%	-0.1%	2%	-0.4	51	14%	-6%	4%	0.3%	0.0%
COc1ccc(-n2ncc3c(NCc4ccc5c(c4)OCO5)ncnc32)cc1	-3%	-0.1%	19%	5.2	102	-2%	21%	11%	-0.1%	-2.3%
CCCOc1ccc(N2C(=O)CC(N3CCC(c4nncn4CC)CC3)C2=O)cc1 (stereo unspecified)	4%	-0.1%	21%	-1.2	62	-2%	3%	-3%	0.1%	1.0%
COc1ccc(NC(=O)N2CCCC2C(=O)Nc2ccccc2)cc1 (stereo unspecified)	-4%	-0.1%	5%	0.1	41	-1%	-8%	3%	0.3%	0.1%
COc1ccc(NC(=O)C2CCCN2C(=O)NCc2ccccc2)c(OC)c1 (stereo unspecified)	-1%	-0.2%	22%	0.5	87	0%	-6%	-2%	0.5%	1.4%
C=CCn1cc(/C=N/NC(=O)COc2cccc3cccnc23)c2ccccc21	-6%	-0.2%	14%	18	48	0%	16%	2%	4.1%	4.4%
CC(=O)OC1(C(F)(F)F)Oc2ccccc2NC1=O (stereo unspecified)	1%	-0.1%	9%	19	102	1%	5%	2%	-0.1%	1.9%
COc1ccc(NS(=O)(=O)c2ccc(NC(=O)c3ccc(N(C)S(C)(=O)=O)cc3)cc2)cc1	-10%	-0.2%	17%	3.9	59	-3%	2%	2%	0.4%	-1.0%
O=c1[nH][nH]c(=O)c2c(NS(=O)(=O)c3ccccc3)cccc12	-4%	0.2%	-11%	2.4	92	1%	1%	-4%	-0.3%	-0.8%
Cc1cc(C(=O)N2CCCC(Nc3ccccc3)C2)c2ccc(F)cc2n1 (stereo unspecified)	-7%	-0.2%	7%	-1.0	38	10%	-8%	94%	0.3%	0.7%
CC(C)CCNC(=O)CN(Cc1ccc(F)cc1)C(=O)CCC(=O)Nc1ccccn1	-3%	-0.2%	8%	0.8	50	0%	11%	5%	-0.5%	-0.3%
CCOC(=O)C1CCCN(Cc2c(C(=O)N3CCCCC3)nc3c(C)cccn23)C1 (stereo unspecified)	-1%	0.7%	6%	-0.3	65	1%	0%	-5%	0.4%	-0.4%
CC(C)=CC(=O)OCC(=O)Nc1ccc(Cl)cn1	-3%	-0.1%	2%	-0.3	38	-2%	8%	3%	1.0%	-0.9%

3 entries from above, sorted by count of non-hydrogen atoms, smallest number first:
SMILES	NS5 inhibitors	GPR55 activation	GPR35 arrestin U2OS	NTR1 agonist	NTR1 agonist cell count 20 µM	Siah-1 displacement	AID2073	GPR55 antagonists	UTI89 phage lysis	HIV peptide binding
CC(=O)OC1(C(F)(F)F)Oc2ccccc2NC1=O (stereo unspecified)	1%	-0.1%	9%	19	102	1%	5%	2%	-0.1%	1.9%
O=S(=O)(c1ccc(Cl)cc1)N1CCCC(C(F)(F)F)C1 (stereo unspecified)	6%	0.2%	4%	0.4	45	1%	-1%	6%	-0.4%	-0.8%
CCOc1ccc(NC(=O)CC2CC(C)(C)OC2=O)cc1 (stereo unspecified)	-3%	-0.2%	-5%	-0.2	66	-2%	-3%	-11%	1.0%	-0.6%

(listing goes on)
SMILES	NS5 inhibitors	GPR55 activation	GPR35 arrestin U2OS	NTR1 agonist	NTR1 agonist cell count 20 µM	Siah-1 displacement	AID2073	GPR55 antagonists	UTI89 phage lysis	HIV peptide binding
Cc1c(NC(=O)CN2C(=O)NC(C)(c3ccc4c(c3)OCCO4)C2=O)c(=O)n(-c2ccccc2)n1C (stereo unspecified)	-1%	-0.2%	4%	-1.2	63	4%	3%	-8%	3.7%	2.0%
COc1ccc(CNC(=O)/C=C/c2ccc(S(=O)(=O)N3CCOCC3)cc2)cc1	-1%	-0.4%	0%	1.6	43	-1%	1%	11%	-0.2%	0.2%
Cc1cccc(C(=O)NC2CC3CCCC(C2)N3Cc2ccccc2)c1 (stereo unspecified)	-7%	0.2%	10%	-0.1	79	8%	4%	9%	0.2%	2.2%
O=[N+]([O-])c1ccc(S(=O)(=O)N2CCN(Cc3c[nH]c4ccccc34)CC2)cc1	-10%	0.3%	-4%	-0.9	91	4%	-11%	-6%	-0.4%	0.4%
CN(Cc1ccccc1)C(=O)C1CCN(S(C)(=O)=O)CC1	-6%	-0.1%	9%	1.0	55	0%	9%	8%	0.9%	-0.5%
Cc1ccc(/C=C(\NC(=O)c2ccccc2)C(=O)NCCc2ccccn2)o1	-3%	0.4%	-12%	1.2	79	-2%	5%	-5%	2.7%[50 µM]	8.3%
O=C(NCc1ccc2c(c1)OCO2)c1cc(-c2ccncc2)nc2ccccc12	-12%	0.5%	5%	-0.7	71	0%	12%	-2%	0.2%	-1.0%
O=C(CCS(=O)(=O)c1ccc(Br)s1)NCc1ccccc1	-2%	-0.1%	3%	-0.7	82	6%	-1%	-17%	0.2%	-2.0%
CC(=O)C1=C(C)Nc2ncnn2C1c1ccccc1OCc1ccccc1 (stereo unspecified)	0%	-0.4%	7%	0.6	31	-2%	2%	2%	5.9%	-1.6%
